Screening results: PubChem BioAssay, National Center for Advancing Translational Sciences (NCATS)
p53ts 39C tox: qHTS Screen for Compounds that Selectively Target Cancer Cells with p53 Mutations: Cytotoxicity of p53ts Cells at the Nonpermissive Temperature; 130,000 tested, 1.5% active; Potency, µM (doses to about 46.1 µM), inactives show at the highest dose activity change, negative = cell killing, usual class: cytotoxic; H1299-p53A138V viability at 39C, ATP luminescence, 24 h; note: nearly all actives have a fitted effect of over 55% in size
Imprint erasure: qHTS Assay for Compounds that Induce Erasure of Genomic Imprints | mouse ES Peg3-LacZ reporter, beta-gal luminescence, 40 h | Potency, µM (titrated, usually from 60.7 µM), without a hit: at the top dose activity change, positive = activation, hits mostly activators | 110,000 tested, 0.02% active;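 note: 0% = negative control wells on the plate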
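Imprint erasure is scored as LacZ activity from the silenced maternal Peg3 allele in feeder-free female ES cells cultured 40 h with LIF. Luminescence is normalized to in-plate negative controls and fitted to the Hill equation.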
p53ts 32C kill: qHTS Screen for Compounds that Selectively Target Cancer Cells with p53 Mutations: Cytotoxicity of p53ts Cells at the Permissive Temperature | AID 924, 2007 | 130,000 tested, 0.93% active | H1299-p53A138V at 32C, ATP luminescence viability, 24 h | Potency, µM (titrated, usually from 46.1 µM), without a hit: at the highest dose activity change, negative = cytotoxicity, hits mostly cytotoxic;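 note: 0% = DMSO and -100% = full killing by reference compound; nearly all actives have a fitted effect of over 55% in size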
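H1299-p53 A138V cells (temperature-sensitive p53) exposed 24 h to up to 46 uM compound at 32C, where p53 is wild-type in conformation. Viability read as ATP luminescence and normalised to DMSO and 100 uM tamoxifen. AC50 fitted with the Hill equation.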
IkB sig inh: IkB Signaling | ABC-DLBCL IkBa-CBG/CBR dual luciferase ratio, 4 h; response scale: scaled: untreated 0%, proteasome inhibitor 100% | Potency, µM (highest dose often 57.1 µM), for the others: top-dose IkBa stabilization activation | 110,000 tested, 0.04% active; active = well fitted curve in the direction sought with a large enough effect in the signal ratio, not every such curve was filed as active; inconclusive = small, poorly fitted or top-dose-only effect, or a change in a side signal; the % refers to the signal ratio;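 note: the direction sought is a rising ratio; 0% = basal untreated cells and 100% = reference inhibitor full response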
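Luminescence ratio of IκBα-fused green versus native red beetle luciferase in OCI-Ly3 cells, 4 h post-doxycycline with compound; red signal alone, scaled from basal (0%) to zero light (-100%), flagged nonspecific or cytotoxic effects.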
* marks the source's active call; other numbers are inactive results; ? = inconclusive; nt = not tested or not shown; [ ] = remark or other dose. Unless noted, calls come from the whole dose curve; as a rule, active = well fitted curve in the direction sought with a large enough effect; inconclusive = small, poorly fitted or top-dose-only effect, or another doubt; inactive = no such curve, though single readings can be large; an effect the other way counts as inactive or inconclusive. Unless noted, % is set by controls: 0 for no effect and ±100 for the full control effect; potency is the fitted concentration of half-maximal effect.

entry | compound | p53ts 39C tox | IkB sig inh | Imprint erasure | p53ts 32C kill
1 | CC(=O)c1cccc(NC(=O)c2nc(-c3ccccc3)n(-c3cccc(C)c3)n2)c1 | -1% | 1.7% | -3%[10.9 µM] | 4%
2 | O=C(CN1CCN(c2ccccc2F)CC1)c1ccc2cc[nH]c2c1 | -19% | 3.7% | -8% | -12%
3 | O=C1N2c3ccccc3CCc3cccc(c32)C1(O)C(F)(F)F (stereo unspecified) | 10% | 0.7% | 1% | 11%
4 | COc1ccc2[nH]cc(C(O)CN3CCN(c4ccccc4)CC3)c2c1 (stereo unspecified) | -3% | 1.2% | -2% | 4%
5 | COc1cccc(-n2nnc3c(sc4nc(C)cc(C)c43)c2=O)c1 | 9% | -1.4% | -2%[10.9 µM] | 1%
6 | Cc1ccc(C(C)NC(=O)c2ccco2)cc1 (stereo unspecified) | 6% | nt | nt | 3%
7 | C/C=C/Cn1c(N(C)Cc2ccccc2)nc2c1c(=O)[nH]c(=O)n2C | -7% | -0.8% | -5% | 6%
8 | Cc1ccccc1-c1ccc2ncnc(N(C)Cc3ccco3)c2c1 | -29% | 2.0%[11.4 µM] | -41%[inhibitor] | 3%
9 | CC(C)c1nccn1S(=O)(=O)c1cc(Cl)ccc1Cl | 2% | 1.4% | 1% | -7%
10 | CCCOc1ccc(NC(N)=O)cc1OCCC | 8% | 0.4% | -12% | -2%
11 | C/C(=N\O)C1/C(=N/O)CC2C1C2(C)C (stereo unspecified) | -9% | -0.8% | -4% | 6%
12 | O=C(c1cccc(NS(=O)(=O)c2ccc(F)c(F)c2)c1)N1CCN(C(c2ccccc2)c2ccccc2)CC1 | 1% | nt | nt | -17%
13 | O=C(CN1CCN(c2ccc(F)cc2)CC1)Nc1ccc(-n2cnnn2)cc1 | -5% | -0.1% | -6% | -9%
14 | COc1cc2nc(NC(=O)c3ccc(S(=O)(=O)N4CCOCC4)cc3)sc2cc1OC | -2% | -0.8% | -5%[10.9 µM] | 4%
15 | c1ccc(N2CCN(Cc3ccsc3)CC2)nc1 | -1% | -1.5% | -1% | -1%
16 | CCSCCNC(=O)c1cncc(Br)c1 | 6% | 0.1% | 21% | 6%

One compound at a time, as listed above. Screens in order: p53ts 39C tox	IkB sig inh	Imprint erasure	p53ts 32C kill
O=C1N2c3ccccc3CCc3cccc(c32)C1(O)C(F)(F)F (stereo unspecified) across the screens: 10%	0.7%	1%	11%
Cc1ccc(C(C)NC(=O)c2ccco2)cc1 (stereo unspecified) across the screens: 6%	nt	nt	3%

(continued)
entry | compound | p53ts 39C tox | IkB sig inh | Imprint erasure | p53ts 32C kill
17 | Cc1nn(-c2ccccc2)c(-n2cccc2)c1C(=O)NCCCN1CCN(c2ccccc2F)CC1 | 3% | -1.2% | -19%[10.9 µM] | -8%
18 | COCCNC(=O)c1cc(-c2ccc(Cl)c(Cl)c2)on1 | 0% | -1.6% | -6% | -5%
19 | CSc1nncn1/N=C/c1cc(Cl)ccc1F | -5% | 0.8% | ? | -2%
20 | Nc1ccc(C(=O)N2CCCC2)cc1 | 12% | nt | nt | 5%
21 | COCCNC(=O)c1cc2sc3ccccc3c2s1 | -5% | 6.2% | -24% | -14%
22 | O=C(Nc1ccc2sccc2c1)c1ccc(Cl)s1 | ? | ? | -36%[inhibitor] | -19%
23 | COc1cccc(/C=N\n2c(C)nnc2C)c1OC | -3% | nt | nt | 2%
24 | COc1ccc(-c2noc(CSc3nc4ccccc4c(=O)n3-c3ccccc3)n2)cc1OC | 6% | -0.7% | -18% | 5%
25 | c1cncc(-c2nn3c(Cn4nnc5ccccc54)nnc3s2)c1 | -1% | 0.7% | -3% | 2%
26 | CCn1cc(S(=O)(=O)CC(=O)NC2CCCCC2)c2ccccc21 | -3% | 2.9% | -5% | -1%
27 | Cc1ccnc(NC(=O)CCC(=O)N(CC(=O)NCC2CCCO2)Cc2ccc(F)cc2)c1 (stereo unspecified) | 9% | -0.3% | -3% | 1%
28 | CCOc1ccc(OC(=O)c2sc3ncn(Cc4cccc(F)c4)c(=O)c3c2C)cc1 | -5% | ? | -4%[10.9 µM] | 0%
29 | COc1ccc(-c2noc(-c3ccc(N4CCCC4)c([N+](=O)[O-])c3)n2)cc1OC | -19% | ? | -6%[10.9 µM] | 0%
30 | Cc1cc(C)c(NC(=O)Cn2c(=O)n(Cc3ccccc3)c(=O)c3c(C)c(C(=O)N(C)C)sc32)c(C)c1 | 7% | 0.1% | -11%[10.9 µM] | 3%
31 | O=S(=O)(NCCCO)c1ccc2c(c1)Cc1cc(S(=O)(=O)NCCCO)ccc1-2 | -1% | 0.5% | 7% | -1%
32 | O=C(O)CCC(NS(=O)(=O)c1ccc(N2CCCC2=O)cc1)C(=O)O (stereo unspecified) | 2% | 1.8% | 21% | -1%
33 | CCCCn1nc(NC(=O)c2cccc(Cl)c2)c2cc3cccc(C)c3nc21 | -7% | -1.0% | ? | -6%
34 | CC(NS(=O)(=O)c1ccc(CCC(=O)N2CCN(C)CC2)cc1)c1ccccc1 (stereo unspecified) | 12% | -5.0% | -4% | 1%
35 | COc1ccc(S(=O)(=O)Nc2cc(Cl)ccc2OC)cc1 | 18% | 7.7% | -18% | 14%
36 | Cc1ccc(C(=O)Nc2ccccc2C(=O)O)cc1S(=O)(=O)N1CCCCCC1 | 4µM* | ? | -19%[10.9 µM] | 7.9µM*
37 | COc1cc(C(=O)NCC(c2ccco2)S(=O)(=O)c2ccccc2)cc(OC)c1OC (stereo unspecified) | 1% | ? | -6%[10.9 µM] | 6%
38 | CCc1ccc(CNC(=O)c2cnc3sc(N(CC)CC)nn3c2=O)cc1 | -9% | -6.6% | -4%[10.9 µM] | -4%
39 | CCC(CC)C(=O)Nc1nc2c(s1)CC(C)CC2 (stereo unspecified) | -5% | ? | 19%[10.9 µM] | 0%
40 | CC(=O)CCc1oc2ccc(NC(C)=O)cc2c1-c1ccc(C)o1 | 17% | 25% | -41%[inhibitor] | -12%
41 | CCOC(=O)C1=C(C)N(c2ccccc2)C(=O)C1CC(=O)O (stereo unspecified) | -12% | 8.8% | -6% | -6%
42 | CCCS(=O)(=O)N1CCC(n2c(C(F)(F)F)nc3cccnc32)CC1 | -7% | -0.7% | -8%[10.9 µM] | -5%
43 | O=C(CCc1cn(Cc2ccccc2Cl)c2ccccc12)NC1CCCCC1 | -12% | ? | -10%[10.9 µM] | 3%
44 | CC[C@](N)(C(=O)O)C(C)C | -2%[9.22 µM] | 0.7%[11.4 µM] | -9%[10.9 µM] | 0%[9.22 µM]
45 | Cc1cccc(CNC(=O)Cn2ccc3cc(S(=O)(=O)N4CCCC4)ccc32)c1 | 8% | -0.1% | 12%[10.9 µM] | -1%
46 | Cc1cc(NCCCN2CCOCC2)n2nc(C)c(-c3ccc(F)cc3)c2n1 | -15% | -0.5% | 6% | -6%
47 | O=S(=O)(c1ccc(Br)cc1)N1CCn2cccc2C1c1ccc(Br)cc1 (stereo unspecified) | 3% | 0.1% | -4%[10.9 µM] | -4%
48 | COc1ccc(-c2noc(C(C)NC(=O)c3ccco3)n2)cc1 (stereo unspecified) | -24% | -2.5% | -4%[10.9 µM] | -2%
49 | N#Cc1ccc(C(=O)Nc2cc3nn(-c4ccccc4)nc3cc2Cl)c(F)c1 | 1% | -1.3% | 7%[10.9 µM] | 1%
50 | Cc1noc(C)c1C(=O)N1CCC[C@@]2(CCN(Cc3ccccc3)C2)C1 | 8% | 3.9%[11.4 µM] | nt | -2%
51 | Cc1noc(NS(=O)(=O)c2ccc(NC(=O)CCC3CCCCC3)cc2)c1C | 1% | -1.4% | -13% | 3%
52 | CC1CCCC(C)N1NC(=O)c1ccc(Cl)c(S(N)(=O)=O)c1 (stereo unspecified) | -6% | nt | -5% | 9%
53 | CCN1CCN(CCCNc2ncnc3nc[nH]c23)CC1 | 30% | -0.2% | -11% | -9%
54 | CCCn1c2ccccc2c2cc(C(=O)O)ccc21 | 0% | ? | -7% | -1%
55 | Cn1cnc(S(=O)(=O)N2CCC(C(=O)NCc3ccc(F)cc3)CC2)c1 | 16% | 0.8% | -15%[10.9 µM] | 3%
56 | COc1ccc(C2(CNC(=O)C(=O)Nc3ccc(C)c(Cl)c3)CCCC2)cc1OC | -15% | 0.8% | -13%[10.9 µM] | 17%
57 | CC1CC(C)CN(S(=O)(=O)c2ccc3c(c2)oc(=O)n3CC(=O)N2CCOCC2)C1 (stereo unspecified) | -2% | -1.9% | -2% | 6%
58 | CCc1cccc(NC(=O)Cn2nc(C)c3sc4ccccc4c3c2=O)c1 | 2% | -0.5% | -5%[10.9 µM] | ?
59 | CCc1ccc(CNC(=O)C(C)n2ccc3cc(S(=O)(=O)N4CCCCCC4)ccc32)cc1 (stereo unspecified) | -27% | ? | -14%[10.9 µM] | 1%
60 | O=C(O)C1(c2cccc(Cl)c2)CCC1 | 1% | 0.5% | -10% | 0%
61 | COc1ccc(-c2cc(C(=O)Nc3sc4c(c3C(N)=O)CCCC4)no2)cc1 | 9% | 4.2% | 4%[10.9 µM] | -4%
62 | COC(=O)c1cc(C)nc2c1c(=O)nc(SCc1c(C)cc(C)cc1C)n2C1CC1 | ? | ? | -17%[10.9 µM] | 35%[activator]
63 | Cc1ccc(C)c(CN2CCC(CNC(=O)Nc3ccc(Br)cc3F)CC2)c1 | ? | ? | -13%[10.9 µM] | ?
64 | CCCCNC(=O)OC(C)CNC(=O)Oc1cccc(C)c1 (stereo unspecified) | 1% | nt | nt | 18%

Single values from the entries so far.
Reading of no. 60 in Imprint erasure: -10%
Reading of no. 63 in Imprint erasure: -13%[10.9 µM]
Reading of no. 59 in p53ts 39C tox: -27%

Remaining list, next part:
entry | compound | p53ts 39C tox | IkB sig inh | Imprint erasure | p53ts 32C kill
65 | c1cncc(-c2cc(NCc3cccs3)ncn2)c1 | -1% | -2.0%[11.4 µM] | -16% | -5%
66 | O=C(c1cccc(F)c1)N1CCc2ccccc21 | -4% | -0.2% | -9% | -3%
67 | COc1cccc(-c2cc(C(=O)Nc3cnn(Cc4ccccc4C)c3)no2)c1 | -14% | -0.6% | 3% | -16%
68 | COc1ccc(NC(=O)CSc2nccn2-c2ccccc2)c(OC)c1 | 7% | -0.5% | -15% | -17%
69 | CCOC(=O)c1ccccc1OCc1cc(/C=N/n2cncn2)ccc1OC | 0% | nt | nt | 7%
70 | CCN1C(=O)c2ccccc2S(=O)c2ccc(C(=O)N3CCCCCC3)cc21 (stereo unspecified) | -2% | -0.1% | -12% | -5%
71 | COc1cccc(CNC(=O)COc2cc(=O)n(C)c3ccccc23)c1 | -7% | 2.4% | 10%[10.9 µM] | 11%
72 | Cc1ccc(C)c(N2CCN(CCCNC(=O)Cn3cc4c(n3)CCCCC4)CC2)c1 | 1% | 1.5% | -23% | -12%
73 | CCc1c(C)sc(NC(=O)c2cc(-c3cc(OC)ccc3OC)on2)c1C#N | 1% | -0.1% | -25% | 0%
74 | O=C(Cc1cn2ccsc2n1)Nc1nc2c(s1)CCCC2 | -9% | -2.0% | -22% | -25%
75 | CCC1=C(OC(=O)N(CC)CC)N2C(=O)OC(=NCCOC)[C@]2(C)[C@H]2C1=CC[C@H]1C(=O)N(CC)C(=O)[C@H]12 | 4% | nt | -6% | 15%
76 | Cc1ccc(SCC(=O)N2CCc3ccccc32)cc1 | -23% | nt | nt | -20%
77 | CC1CCc2c(sc(NC(=O)Cn3nnc(-c4ccc(C(F)(F)F)cc4)n3)c2C#N)C1 (stereo unspecified) | 11% | -1.5% | -12%[10.9 µM] | 3%
78 | O=C(c1cc(C(F)(F)F)cc(C(F)(F)F)c1)N1CCC2(CCCN(c3ccncc3)C2)CC1 | -7% | 0.5%[11.4 µM] | nt | -7%
79 | CCn1c2ccccc2c2cc(NC(=O)COc3cc(C)ccc3C)ccc21 | 43%[activator] | 2.4% | 17%[10.9 µM] | -13%
80 | CCn1c(=O)c2c(nc(SCc3ccccn3)n2C)n(C)c1=O | 4% | -0.9% | -7% | 13%
81 | COc1ccc(C2c3sc(=O)[nH]c3SC3C4CCC(C4)C23)cc1 (stereo unspecified) | 10% | ? | -6% | 9%
82 | O=C(CCS(=O)(=O)Cc1ccccc1)NC1CCCCC1 | 3% | 3.7% | -5% | -3%
83 | COc1ccc(C(OC(=O)c2ccco2)C(=O)NCC2CCCO2)cc1 (stereo unspecified) | -3% | 0.4% | 9% | -7%
